CAL PDZ FP-1 = CAL PDZ peptide-binding inhibitors, primary screen, biochemical, fluorescence polarization, Cer-tagged CAL PDZ, HTS; Golgi-associated PDZ and coiled-coil motif-containing protein (Homo sapiens), Q9HD26; purified CAL PDZ, TMR-peptide fluorescence polarization, 1 h; inhibition, % at 20 µM; 330,000 compounds, 0.02% hits; AID 504414, 2011;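 active means highest replicate inhibition of at least 40%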;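 further: plate controls were DMSO neutral control wells for no effect and unlabeled competitor peptide control wells for full effect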
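Control set: unlabelled peptide and DMSO controls / Material: purified CerCALP PDZ construct / Timing: 1 h incubation at room temperature before polarization reading / Doses: 20 µM, one dose / Detection: fluorescence polarization (mP)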
PfHsp90 set2 = growth inhibition of PfHsp90-expressing yeast, primary screen, antimalarial PfHsp90 inhibitor project, S. cerevisiae, BacTiter-Glo luminescence, single point, set 2. BacTiter-Glo ATP, 48 h; yeast lacking PDR1 and PDR3 efflux regulators. inhibition, % at 9.4 µM. 310,000 compounds, 0.32% hits;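 active means every replicate shows inhibition above about 80%, whatever the replicate mean, limit read from the data; inconclusive means mean inhibition reaches the set limit but some replicate falls short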;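 further: 0% = DMSO neutral controls and 100% = 20 µM radicicol positive controls; yeast relying on Plasmodium falciparum Hsp90 in place of its own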
dFosB activator = activators of delta FosB homodimer, primary screen, biochemical, fluorescence polarization, TAMRA-CDK5 oligo, single point; 340,000 compounds, 0.99% hits; AID 493131, 2011; Protein FosB (Mus musculus), P13346; purified delta FosB; percent of positive-control signal above neutral wells; activation, % at 25 µM;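 active means mean activation above about 17%, with every replicate also reaching it, limit read from the data, passing the limit was not always enough; inconclusive means only one of the two conditions met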;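 further: fluorescence polarization rise as delta FosB binds a TAMRA Cdk5 AP-1 oligo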
NSD2 HMT inh = NSD2 histone methyltransferase inhibitors, primary screen, biochemical, AlphaScreen, single concentration, set 2 | NSD2 peptide methylation, 120 min | 310,000 compounds, 0.54% hits | inhibition, % at 12.5 µM | Histone-lysine N-methyltransferase NSD2 (Homo sapiens), O96028; in the data active means inhibition above about 50%
Target sequence (O96028 whole entry, looked up): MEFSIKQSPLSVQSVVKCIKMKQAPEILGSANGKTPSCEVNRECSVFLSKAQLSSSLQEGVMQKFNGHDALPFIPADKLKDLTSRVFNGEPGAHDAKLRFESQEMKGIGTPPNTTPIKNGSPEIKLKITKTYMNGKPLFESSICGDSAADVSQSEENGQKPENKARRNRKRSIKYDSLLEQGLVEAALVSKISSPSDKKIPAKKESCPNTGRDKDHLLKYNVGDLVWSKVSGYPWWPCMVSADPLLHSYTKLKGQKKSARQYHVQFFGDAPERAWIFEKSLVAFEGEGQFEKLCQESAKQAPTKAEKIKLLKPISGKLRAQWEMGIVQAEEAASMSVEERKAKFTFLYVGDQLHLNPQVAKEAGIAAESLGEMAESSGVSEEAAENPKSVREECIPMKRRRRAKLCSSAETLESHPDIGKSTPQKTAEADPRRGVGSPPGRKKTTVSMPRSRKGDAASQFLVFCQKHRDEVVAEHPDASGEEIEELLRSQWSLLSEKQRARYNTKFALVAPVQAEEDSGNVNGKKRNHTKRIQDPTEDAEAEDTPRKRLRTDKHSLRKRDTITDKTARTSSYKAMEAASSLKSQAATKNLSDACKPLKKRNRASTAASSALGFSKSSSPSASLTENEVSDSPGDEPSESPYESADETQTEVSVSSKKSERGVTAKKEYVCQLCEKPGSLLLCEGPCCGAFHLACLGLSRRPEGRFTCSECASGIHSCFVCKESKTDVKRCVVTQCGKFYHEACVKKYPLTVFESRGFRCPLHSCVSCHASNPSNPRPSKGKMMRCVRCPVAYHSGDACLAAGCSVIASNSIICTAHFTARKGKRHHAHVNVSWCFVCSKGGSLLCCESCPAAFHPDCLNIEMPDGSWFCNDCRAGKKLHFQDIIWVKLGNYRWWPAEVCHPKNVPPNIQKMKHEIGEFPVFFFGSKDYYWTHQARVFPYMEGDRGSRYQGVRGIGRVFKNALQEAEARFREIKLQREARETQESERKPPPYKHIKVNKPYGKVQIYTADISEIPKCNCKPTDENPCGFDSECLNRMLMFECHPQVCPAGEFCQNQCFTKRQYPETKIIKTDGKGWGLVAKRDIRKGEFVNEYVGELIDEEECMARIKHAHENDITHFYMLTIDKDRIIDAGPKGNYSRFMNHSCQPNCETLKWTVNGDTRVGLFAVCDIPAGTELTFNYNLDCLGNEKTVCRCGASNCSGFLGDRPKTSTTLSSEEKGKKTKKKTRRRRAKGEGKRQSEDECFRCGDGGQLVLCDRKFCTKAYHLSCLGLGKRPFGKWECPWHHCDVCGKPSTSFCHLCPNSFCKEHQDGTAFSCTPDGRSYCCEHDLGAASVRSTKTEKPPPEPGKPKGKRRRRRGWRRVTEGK
MITF act = activators of MITF-driven TRPM1 promoter reporter, primary screen, cell-based, SK-MEL-5, luciferase, single point; SK-MEL-5 TRPM1-promoter luciferase, 24 h; % of positive control, neutral wells = 0; 300,000 compounds, 0.75% hits; AID 588334, 2011; activation, % at 12.5 µM;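 active means mean activation of at least 80% with every replicate also reaching 80%; inconclusive means mean reaches 80% but some replicate falls short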;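 further: 0% = neutral control wells and 100% = parthenolide positive control wells; values of inactives mirror those of a sister screen read the other way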
SR-BI DiI-HDL act = activators of SR-BI mediated DiI-HDL uptake, primary screen, ldlA[mSR-BI] CHO cells, DiI fluorescence; 3 h; 100 = double the neutral-control signal; activation, % at 12.5 µM; 320,000 compounds, 0.096% hits; AID 504775, 2011;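 active means mean replicate activation of at least 60% and every replicate at or above 60%; inconclusive means mean or all-replicate condition met, but not both; inactive means mean below 60% and not all replicates reaching 60%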;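 further: 0% = median plate neutral-control signal and 100% = twice that signal; values of inactives mirror those of a sister screen read the other way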
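Test system: SR-BI-overexpressing, LDLR-lacking CHO cells; Also added: labelled HDL, 10 µg/mL; Measured by: bottom-read cell fluorescence after medium removal, ex 550/em 595 nm; Timing: 3 h uptake period with compound, 37 °C; Buffer or medium: F12, 0.5% BSA, 25 mM HEPES; Doses: single compound concentration, delivered by pin transfer.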
PvdQ inh = P. aeruginosa PvdQ acylase inhibitors, primary screen, biochemical, fluorescence, plate reader and imaging, single point. 340,000 compounds, 0.063% hits. purified PvdQ acylase. inhibition, % at 10 µM. PvdQ acylase [Pseudomonas aeruginosa LESB58]; in the data active means inhibition above about 30%, passing the limit was not always enough; inconclusive means no clear call, values can overlap the other calls;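 further: 0% = vehicle neutral wells and 100% = reference inhibitor wells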
Rtt109 HAT inh = inhibitors of C. albicans Rtt109/Vps75 HAT, primary screen, biochemical, ThioGlo CoA-SH fluorescence, plate reader; purified Rtt109/Vps75, 4 h; inhibition, % at 34.9 µM; 330,000 compounds, 0.16% hits;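 active means inhibition of at least 50% in every replicate; inconclusive means best replicate reaches 50% inhibition but some replicates fall short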
CAL PDZ FP-2 = untagged CAL PDZ binding inhibitors, primary screen, biochemical, fluorescence polarization, HTS; 300,000 compounds, 0.92% hits; inhibition, % at 24.9 µM; Golgi-associated PDZ and coiled-coil motif-containing protein (Homo sapiens), Q9HD26; purified CAL PDZ, TMR-peptide fluorescence polarization, 1 h; AID 602252, 2012;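 active means mean inhibition of at least 30% with at least half of replicates also reaching 30%; inconclusive means no clear call, values can overlap the other calls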;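 further: 0% = DMSO neutral control and 100% = excess unlabeled competitor peptide PRC23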
SR-BI HDL uptake = inhibitors of SR-BI mediated HDL lipid uptake, primary screen, ldlA[mSR-BI] cells, fluorescence, single point; Scavenger receptor class B member 1 (Mus musculus), Q61009; ldlA[mSR-BI] CHO cells, DiI-HDL uptake fluorescence, 3 h; inhibition, % at 12.5 µM; 320,000 compounds, 0.96% hits; AID 488896, 2010;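 active means mean replicate inhibition of at least 70% and a set share of replicates each scoring 70 or more; inconclusive means meets just one of the two criteria; inactive means fails both criteria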;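 further: 0% = median of neutral control wells and 100% = median of positive control wells; values of inactives mirror those of a sister screen read the other way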
Active calls of the source: *; ? = inconclusive; . = not tested or not shown.

SMILES	CAL PDZ FP-1	PfHsp90 set2	dFosB activator	NSD2 HMT inh	MITF act	SR-BI DiI-HDL act	PvdQ inh	Rtt109 HAT inh	CAL PDZ FP-2	SR-BI HDL uptake
Fc1ccccc1C1c2[nH]c3ccccc3c2CCN1Cc1cccn1-c1ncccn1 (configuration not stated)	-1.3	9	-5	1	-13	-23	3	3	-6	23
CN(C)CCCN(C(=O)c1ccc(S(=O)(=O)N2CCCCCC2)cc1)c1nc2ccc(F)cc2s1	-2.1	-2	0	3	-30	-13	7	41	1	13
COc1cc(Cl)c(C)cc1NC(=O)c1ccccc1NC(=O)CN1CCN(c2ccccn2)CC1	-0.4	11	-20	0	.	-28	8	3	-3	28
O=C(NCCN1CCOCC1)c1ccc(Cl)c(S(=O)(=O)N2CCCCCC2)c1	.	-10	4	2	-14	19	-6	-6	2	-19
O=[N+]([O-])c1ccc(N2CCNCC2)cc1NCc1cccnc1	0.1	2	-1	2	14	3	-5	5	-4	-3
CCn1cc(C(=O)N2CCN(c3ccc([N+](=O)[O-])cc3)CC2)c(=O)c2ccc(C)nc21	-1.1	-5	-5	.	-8	2	-1	14	.	-2
CCS(=O)(=O)N1Cc2ccccc2CC1C(=O)Nc1cc(S(C)(=O)=O)ccc1Cl (configuration not stated)	-0.2	-6	-12	8	1	6	-15	10	1	-6
COC(C[C@H](O)CC(=O)COCc1ccccc1)OC	-0.6	-10	14	.	4	8	10	2	0	6
O=C(CN1C(=O)NC2NC(=O)NC21)NN=C1CCCC1 (configuration not stated)	0.8	1	-6	-2	4	13	0	-10	4	-13
CC(=O)NC(CSc1cc(C)nc2ccc(Br)cc12)C(=O)O (configuration not stated)	-0.8	-8	-23	-6	-4	.	-5	-9	-1	.
COc1cccc(-c2ncc3ccccn23)c1	-0.6	-14	-2	1	57	2	-12	-7	0	-2
CCOC(=O)N1CCN(C(=O)c2cccc(NC(=O)c3ccco3)c2)CC1	-0.3	2	-3	0	3	-9	8	3	-6	9
COc1ccc2[nH]c(=O)c(CN(CC3CCCO3)C(=S)Nc3ccc(C)cc3)cc2c1 (configuration not stated)	-2.3	-16	-12	2	-2	-1	3	22	-2	1
CCOc1ccc2[nH]c(=O)c(CN(Cc3ccc(C)cc3)C(=O)N3CCCC3)cc2c1	-3.3	.	-15	-3	.	-3	-6	-2	-3	3
COCCCNC(=O)CN(Cc1ccccc1)S(=O)(=O)c1ccccc1	-0.7	11	-1	-6	4	0	-17	7	-2	0
CCOC(=O)C(CCC(=O)O)(CCC(C)C)c1csc(N)n1 (configuration not stated)	-2.5	.	1	0	.	3	-14	.	-2	-3
CN(C)S(=O)(=O)c1cccc(NC(=O)c2ccccc2OCc2ccc(F)cc2)c1	-2.7	14	-2	0	3	.	1	.	0	.
C=CCn1c(=O)/c(=C2/SC(C)=C(C)N2CC)s/c1=C1/C(=O)N(CC)C(=S)N1c1ccccc1	.	-19	4	1	2	13	10	-6	-7	-13
C[C@H](CO)N1C[C@H](C)[C@@H](CN(C)C(=O)Nc2ccccc2)Oc2c(NS(=O)(=O)c3cn(C)cn3)cccc2C1=O	-0.2	12	1	.	3	-17	-4	2	3	17
CCOC(=O)c1[nH]c2ccc(OC)cc2c1N=CN(C)C	0.9	27	3	3	14	-14	-7	-12	1	14
CCOC(=O)c1cnn(-c2ccccc2)c1-n1cccc1C(=O)C(=O)Nc1ccc(OC)cc1	.	-7	-5	1	0	-10	16	4	-4	10
CC(C(=O)O)N(C(=O)c1ccccc1)c1ccc(F)cc1 (configuration not stated)	-2.7	-13	-3	.	-1	18	5	-3	-2	-18
N#Cc1ccc(N2CCN(c3ccc(F)cc3)CC2)cc1	-1.0	-13	1	1	6	3	-4	-2	1	-3
COc1ccc(Cc2nnc(NC(=O)c3ccc(C)cc3)s2)cc1OC	.	-6	-6	0	-1	2	4	3	-3	-2
Cc1cccc(N=C2C(=O)Nc3c(Cl)cccc32)c1	0.0	2	1	3	.	46	-5	-3	-4	-46

10 entries out of the list, arranged by molecular weight, ascending.
SMILES	CAL PDZ FP-1	PfHsp90 set2	dFosB activator	NSD2 HMT inh	MITF act	SR-BI DiI-HDL act	PvdQ inh	Rtt109 HAT inh	CAL PDZ FP-2	SR-BI HDL uptake
O=C(CN1C(=O)NC2NC(=O)NC21)NN=C1CCCC1 (configuration not stated)	0.8	1	-6	-2	4	13	0	-10	4	-13
COC(C[C@H](O)CC(=O)COCc1ccccc1)OC	-0.6	-10	14	.	4	8	10	2	0	6
CCOC(=O)C(CCC(=O)O)(CCC(C)C)c1csc(N)n1 (configuration not stated)	-2.5	.	1	0	.	3	-14	.	-2	-3
CCOC(=O)N1CCN(C(=O)c2cccc(NC(=O)c3ccco3)c2)CC1	-0.3	2	-3	0	3	-9	8	3	-6	9
COCCCNC(=O)CN(Cc1ccccc1)S(=O)(=O)c1ccccc1	-0.7	11	-1	-6	4	0	-17	7	-2	0
Fc1ccccc1C1c2[nH]c3ccccc3c2CCN1Cc1cccn1-c1ncccn1 (configuration not stated)	-1.3	9	-5	1	-13	-23	3	3	-6	23
CN(C)S(=O)(=O)c1cccc(NC(=O)c2ccccc2OCc2ccc(F)cc2)c1	-2.7	14	-2	0	3	.	1	.	0	.
CCS(=O)(=O)N1Cc2ccccc2CC1C(=O)Nc1cc(S(C)(=O)=O)ccc1Cl (configuration not stated)	-0.2	-6	-12	8	1	6	-15	10	1	-6
COc1cc(Cl)c(C)cc1NC(=O)c1ccccc1NC(=O)CN1CCN(c2ccccn2)CC1	-0.4	11	-20	0	.	-28	8	3	-3	28
C=CCn1c(=O)/c(=C2/SC(C)=C(C)N2CC)s/c1=C1/C(=O)N(CC)C(=S)N1c1ccccc1	.	-19	4	1	2	13	10	-6	-7	-13

(cont.)
SMILES	CAL PDZ FP-1	PfHsp90 set2	dFosB activator	NSD2 HMT inh	MITF act	SR-BI DiI-HDL act	PvdQ inh	Rtt109 HAT inh	CAL PDZ FP-2	SR-BI HDL uptake
COc1ccccc1P(=O)(c1ccccc1)c1ccccc1NC(C)=O (configuration not stated)	-2.3	3	-1	4	.	14	9	-2	-2	-14
CC1CCCC(NC(=S)Nc2cccc(S(=O)(=O)N(C)C)c2)C1C (configuration not stated)	-3.1	18	-12	7	3	-7	-4	5	.	7
COCCNc1nc(C)cc(-c2cc(C(=O)Nc3ccccc3)on2)n1	-0.3	3	-9	.	14	1	-18	7	-4	-1
O=C(O)C(Cc1ccccc1)N=C(NS(=O)(=O)c1ccccc1)c1ccccc1 (configuration not stated)	-0.9	16	-1	1	-8	-2	1	5	-4	2
Cc1ccc(C(=O)NC2(O)C(=O)c3ccccc3C2=O)cc1C	0.5	-6	-8	110*	.	-16	-17	7	.	16
Cc1cc(C)cc(N(CC(=O)Nc2c(C)n(C)n(-c3ccccc3)c2=O)S(C)(=O)=O)c1	-3.0	7	2	-1	-5	5	-14	-10	.	-5
COc1cc(Nc2cc(C)nc3ncnn23)cc(OC)c1	-1.0	8	-5	.	.	-9	-13	-10	-19	9
Cc1cccc(OCc2nc(-c3nonc3N)no2)c1C	0.2	-32	-3	-1	?	-24	-13	5	-2	24
CC(C)c1ccccc1NC(=O)COC(=O)CNC(=O)c1ccc(Br)cc1	-6.4	12	-10	0	-12	17	-11	6	-3	-17
CC1CN(C(=O)CCC(=O)NCc2cccnc2)c2ccccc2O1 (configuration not stated)	-1.2	-3	0	.	4	6	-13	2	.	-6
Cc1noc(C)c1C(=O)N(C)Cc1ccccc1	-0.5	-19	-1	-4	-10	0	-6	2	0	0
Cc1c(Cl)cccc1NC(=O)CNc1ccccc1F	1.0	-4	-5	-4	5	-11	12	11	-1	11
CCOc1ccc2nc(SCc3ccc(C(=O)OC)o3)[nH]c2c1	-0.1	32	-8	1	-1	3	-10	1	-4	-3
COc1ccc(/C=C/C(=O)Oc2ccc(/C=N\NC(=O)c3ccc(F)cc3)cc2)cc1	-1.6	-4	0	-2	6	6	2	-4	-1	-6
CCCCN1C(=O)C(=O)N(CC(=O)N2CCc3ccccc32)C1=O	-1.3	-1	0	13	-15	18	-9	-2	0	-18
Cc1cc(NC(=O)c2ccccc2)ccc1NC(=O)c1ccccc1Cl	0.1	19	3	1	14	-53	-13	-4	.	53
O=C(COC(=O)c1ccc(Br)o1)Nc1cccc(S(=O)(=O)N2CCCCC2)c1	-0.3	13	-8	1	-8	-6	-8	11	4	6
Cc1cccc(OCC(=O)Nc2nnc(S(=O)(=O)N3CCCCCC3)s2)c1	-0.7	-50	-3	.	-7	-10	-16	3	.	10
CC(=O)N/C(=N/c1nc(C)cc(C)n1)Nc1cc(C)cc(C)c1	-0.9	3	0	-7	-7	0	-14	4	3	0
CCN(CC)S(=O)(=O)c1ccc(NC(=O)COC(=O)c2cnc(C)cn2)cc1	0.2	-25	-1	2	-5	8	-5	1	-3	-8
COc1ccc(Cl)cc1/C=N/NC(=O)c1c(-c2ccccc2)noc1C	-2.4	26	-8	0	-5	-44	-8	19	-5	44
CCC(C)N1C(=O)CCC1C(=O)NCCc1ccc(Cl)cc1 (configuration not stated)	.	17	1	-6	2	10	-17	-10	3	-10
O=C(N/C(=C/c1cccnc1)C(=O)N1CCOCC1)c1ccco1	-2.2	-28	-9	-3	9	6	-10	-15	0	-6
C[N+]1(C2CCC3CCCC2C3O)CCCCC1 (configuration not stated)	-1.8	36	0	-4	-3	10	-8	-6	2	2
CC(=O)Nc1ccc(N(C(=O)c2ccco2)C(C(=O)NC2CCCC2)c2ccc(N(C)C)cc2)cc1 (configuration not stated)	-1.3	2	-4	4	.	.	-17	9	-3	.

Screening data deposited in PubChem by Broad Institute.

Compounds were not picked by outcome; 4.3% or so of the library scored in one or more.
